GPT2 inh – inhibitors of human GPT2 alanine aminotransferase. Q8TD30. actives 0.25% (n = 100,000). Potency, µM (titrated, usually from 57.7 µM), for inactives: at the top dose activity change, negative = inhibition, most hits filed as inhibitors. Recombinant GPT2, coupled pyruvate oxidase/HRP Amplex Red fluorescence; note: potency is the fitted concentration of half-maximal effect; nearly all actives have a fitted effect of over 60% in size; many of its hits are not listed in these tables
Target sequence (Q8TD30 whole entry, looked up): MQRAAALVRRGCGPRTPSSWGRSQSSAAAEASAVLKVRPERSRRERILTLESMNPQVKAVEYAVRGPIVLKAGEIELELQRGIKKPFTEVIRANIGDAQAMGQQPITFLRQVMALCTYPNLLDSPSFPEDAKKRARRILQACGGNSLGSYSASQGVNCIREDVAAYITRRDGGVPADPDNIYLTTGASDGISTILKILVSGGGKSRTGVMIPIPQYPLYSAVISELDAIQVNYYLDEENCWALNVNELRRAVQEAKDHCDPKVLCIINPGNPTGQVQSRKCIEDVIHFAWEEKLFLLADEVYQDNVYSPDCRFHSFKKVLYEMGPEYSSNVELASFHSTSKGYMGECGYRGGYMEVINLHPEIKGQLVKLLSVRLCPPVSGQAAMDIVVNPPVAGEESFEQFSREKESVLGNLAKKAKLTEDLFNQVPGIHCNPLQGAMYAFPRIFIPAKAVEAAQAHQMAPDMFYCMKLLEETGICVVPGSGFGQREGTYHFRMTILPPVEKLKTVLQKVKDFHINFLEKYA
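Recombinant GPT2 (10ng/uL) with 250uM a-KG and 2mM L-alanine, 30 min at room temperature, in HEPES pH 7.5 buffer. Pyruvate detected by pyruvate oxidase/HRP/Amplex Red fluorescence after 30 min in the dark; AOA (50uM) as positive control.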
SNCA expr inh – SNCA gene expression inhibition. actives 0.17% (n = 140,000). HEK-293 SNCA-luciferase knock-in, luminescence, 24 h. Potency, µM (titrated, usually from 57.2 µM), for the others: at the highest dose activity change, negative = inhibition, usual class: inhibitors. AID 1671194;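 note: potency is the fitted concentration of half-maximal effect; plate controls were DMSO cells for no effect and cell-free wells for full effect; nearly all actives have a fitted effect of over 45% in size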
IP6K1 inhibitor – blocks human inositol hexakisphosphate kinase 1 | Q92551 | IP6K1 kinase, ADP-Glo luminescence, 2 h; active compounds read low | AID 1645851 | activity change, % (series mostly up to about 58 µM) | actives 0.81% (n = 140,000); in the data active = activity change below about -25%
Target sequence (Q92551 whole entry, looked up): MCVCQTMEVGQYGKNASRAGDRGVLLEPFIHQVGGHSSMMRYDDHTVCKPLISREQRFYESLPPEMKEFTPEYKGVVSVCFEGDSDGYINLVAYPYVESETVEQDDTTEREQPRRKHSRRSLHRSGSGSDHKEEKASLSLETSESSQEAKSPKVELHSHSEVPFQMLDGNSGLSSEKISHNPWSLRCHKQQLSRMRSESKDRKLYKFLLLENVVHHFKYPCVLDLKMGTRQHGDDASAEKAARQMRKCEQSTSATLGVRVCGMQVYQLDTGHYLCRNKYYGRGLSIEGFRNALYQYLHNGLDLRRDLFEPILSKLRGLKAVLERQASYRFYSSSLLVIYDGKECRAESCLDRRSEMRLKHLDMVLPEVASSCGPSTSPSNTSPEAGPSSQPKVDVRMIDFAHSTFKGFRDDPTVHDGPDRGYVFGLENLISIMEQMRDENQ
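ADP-Glo luminescence measures ADP made by human IP6K1 during a 2 h RT reaction with ATP/IP6 (mix at 1.3 mM/130 uM); top library doses 57.5 and 19.1 uM final.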
HEK cytotox – cytotoxic compounds in HEK 293 cells; HEK 293 viability, ATP luminescence (CellTiter-Glo), 48-72 h; Potency, µM (highest dose often 115 µM), for the others: at the top dose activity change, negative = cytotoxicity, most hits filed as inhibitors; actives 6.6% (n = 94,000); note: potency is the fitted concentration of half-maximal effect; nearly all actives have a fitted effect of over 60% in size
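HEK 293 cells at 250 cells/well were exposed to compounds by pintool transfer for 48 or 72 hr at 37 degree Celsius, 5% CO2. Viability was read as ATP-coupled luminescence with CellTiter-Glo after 10 min at room temperature.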
FLuc inh – inhibitors of firefly (Photinus pyralis) luciferase. P08659. purified P. pyralis luciferase, luminescence, biochemical. Potency, µM (series often up to 115 µM), for inactives: at the highest dose activity change, negative = inhibition, most hits filed as inhibitors. actives 2.5% (n = 76,000). AID 1347043; note: potency is the fitted concentration of half-maximal effect; nearly all actives have a fitted effect of over 65% in size
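Biochemical qHTS: compound (6-point titration) added to 10uM D-luciferin plus 10uM ATP in Tris acetate pH 7.5 buffer with Mg, Tween-20 and BSA, then purified enzyme at 10nM; light output imaged.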
3T3 cytotox – kills NIH 3T3 cells. NIH 3T3 viability, CellTiter-Glo ATP luminescence, 48-72 h. Potency, µM (highest dose often 96.7 µM), inactives show top-dose activity change, negative = cytotoxicity, most hits filed as inhibitors. actives 4.3% (n = 94,000). AID 1345082; note: potency is the fitted concentration of half-maximal effect; nearly all actives have a fitted effect of over 55% in size
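Viability of NIH 3T3 cells after 48 or 72 hr compound treatment at 37 °C was assessed by CellTiter-Glo, with luminescence imaged following a 10 min room-temperature step.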
HEK293 viab – reduces viability of HEK-293 SNCA reporter cells; Potency, µM (highest dose often 57.1 µM), for inactives: at the top dose activity change, negative = cytotoxicity, usual class: cytotoxic; AID 1671193; actives 0.12% (n = 150,000); HEK-293-SNCA-luc viability, GF-AFC fluorescence, 24 h;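 note: potency is the fitted concentration of half-maximal effect; 0% = DMSO-treated cells and -100% = medium-only wells without cells; nearly all actives have a fitted effect of over 30% in size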
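HEK-293-SNCA-luc cells (1500/well) plated 24 h, then exposed 24 h to a dilution series; GF-AFC added 30 min at 37C, fluorescence 405/540 nm; normalised to medium-only and DMSO wells, Hill fit.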
Active calls of the source: *; i = inactive; ? = inconclusive; . = not tested or not shown; [ ] = dose if it differs, or a comment. Unless noted, calls come from the whole dose curve; as a rule, active = well fitted curve in the direction sought with a large enough effect; inconclusive = small, poorly fitted or top-dose-only effect, or another doubt; inactive = no such curve, though single readings can be large; an effect the other way counts as inactive or inconclusive. Unless noted, % is set by controls: 0 for no effect and ±100 for the full control effect.

item | compound | GPT2 inh | SNCA expr inh | IP6K1 inhibitor | HEK cytotox | FLuc inh | 3T3 cytotox | HEK293 viab
1 | CN(C)C[C@@H]1CN(Cc2cccnc2)C[C@H]1NC(=O)C1CC=CCC1 (some centres undefined) | -2% | 0% | 20 | -14% | 7% | -1% | 19%
2 | Cc1cc(C(=O)N2CCC(C(=O)N3CCCCCCNC(=O)CC3)CC2)nn1C | 4% | 13% | -7 | i | -11% | -2% | -1%
3 | CC1(c2ccccc2)N(Cc2ccccc2)C(=O)OC12CCN(C(=O)C1CCOCC1)CC2 (centres undefined) | -4% | -14% | 8 | -5% | -3% | ? | -1%
4 | CCOc1ccc(-n2nc(CO)c(C(=O)NCc3cccnc3)n2)cc1 | . | 22% | 11 | . | . | . | -20%
5 | Cc1cccc(Nc2c(-c3cccs3)nc3nc(C)cc(C)n23)c1 | . | 7% | 7 | . | . | . | -15%
6 | O=C(O)COc1ccc(-c2nccc3c2C(=O)N(Cc2cccc(C(F)(F)F)c2)CC(COc2cccc(F)c2)O3)cc1 (centres undefined) | ? | -15% | 6 | i | 3% | ? | 0%
7 | O=C(NCCc1ccccc1)c1c[nH]c2ccc(S(=O)(=O)Nc3ccccc3F)cc2c1=O | . | 51%[activator] | -8 | . | . | . | 7%
8 | O=C(Nc1cccc(F)c1)N1Cc2[nH]cnc2C[C@H]1c1nc(-c2ccncc2)no1 | ? | 34%[activator][87.6 µM] | 0 | i | -7%[172 µM] | -12%[174 µM] | 3%[87.6 µM]
9 | COc1cccc(-c2cc(C(=O)NCc3cccc(Cl)c3)c3cnn(C)c3n2)c1 | . | . | 8 | ? | . | 22µM* | .
10 | CCN1c2cc(C(=O)Nc3cccc(F)c3)ccc2C(=O)N2CCCC21 (centres undefined) | 0% | 1% | -8 | ? | -14% | ? | -28%[12.5 µM]
11 | COc1ccc(-c2cc3nc4c(c(=O)n3[nH]2)CN(C(=O)CCCc2c[nH]c3ccccc23)CC4)cc1 | 2% | ? | 21 | ? | -20% | -15% | -7%
12 | CCCOc1nccnc1NC1CCN(C(=O)NCc2ccco2)CC1 | i | -12% | -3 | ? | 1% | ? | -1%

In the list so far, 2 have sulfur:
item | compound | GPT2 inh | SNCA expr inh | IP6K1 inhibitor | HEK cytotox | FLuc inh | 3T3 cytotox | HEK293 viab
5 | Cc1cccc(Nc2c(-c3cccs3)nc3nc(C)cc(C)n23)c1 | . | 7% | 7 | . | . | . | -15%
7 | O=C(NCCc1ccccc1)c1c[nH]c2ccc(S(=O)(=O)Nc3ccccc3F)cc2c1=O | . | 51%[activator] | -8 | . | . | . | 7%

(continued)
item | compound | GPT2 inh | SNCA expr inh | IP6K1 inhibitor | HEK cytotox | FLuc inh | 3T3 cytotox | HEK293 viab
13 | CC(C)c1nccn1CCCNC(=O)c1ccc(N2CCC(CO)CC2)nc1 | -5% | 6% | -1 | -7% | -8% | -22% | -4%
14 | CCN(CC)C(=O)C[C@@H]1CCNC[C@@H]1Cc1cc(-c2ccc(OC)cc2)on1 | -1%[88.5 µM] | ? | 3 | ? | 11%[172 µM] | ? | 4%[87.6 µM]
15 | CC(=O)NCCCC(=O)N1CCOC2(CCN(C(=O)NC(C)C)CC2)C1 | 2% | -2% | -3 | -1% | . | 2% | 4%
16 | O=C(Cn1cccn1)N1CCOC(Cc2cccc(C(F)(F)F)c2)C1 (centres undefined) | -22% | 3% | -2 | -2% | -1% | 4% | 4%
17 | Cc1ccc(NC(=O)N2CC3CCCN3c3ccccc32)cc1C (centres undefined) | . | 35%[activator] | 3 | . | . | . | -6%
18 | CCn1ncc(N2CCC(NC(=O)Cc3ccccc3OC)CC2)cc1=O | i | -20% | 10 | 0% | -10% | -13% | 7%
19 | Cc1ccc(NC(=O)CC2CCOCC2)cc1F | i | 155%[activator] | 21 | -28% | ? | -12% | -6%[12.5 µM]
20 | CCc1cccc(NC(=O)CN2C(=O)NC3(CCC(C)CC3)C2=O)c1 (centres undefined) | 0% | -9% | -7 | ? | -2% | ? | -5%
21 | CCOc1cc(CNC(=O)c2ccc3c(c2)nc2n3CCCCC2)ccc1OC | . | 6% | -13 | . | . | . | 2%
22 | Cc1ccc(-c2cc3c(=O)n(CCNC(=O)c4ccc5c(c4)OCO5)ccn3n2)c(C)c1 | 4% | 66%[activator] | -2 | 3% | ? | -1% | 2%
23 | O=[S+]([O-])(c1ccc(C(F)(F)F)cc1)N1CCC2(CC1)CC(c1cccc(C(F)(F)F)c1)=NO2 | . | . | 11 | ? | . | -15% | .
24 | O=C(NC1CCCC1)c1nc2cccnc2n(Cc2ccccc2)c1=O | i | 17% | 10 | ? | . | ? | -1%
25 | COc1ccc2c(ccn2CCNC(=O)Cn2nc3c(cc2=O)CCCC3)c1 | -10% | -8% | 12 | -6% | -4% | 4% | -12%
26 | CN(Cc1ccoc1)C(=O)Cn1ccc2ncccc2c1=O | i | 1% | -2 | -1% | 2% | -21% | 1%
27 | CC(C)c1nc(CCN(C)C(=O)C(c2cccnc2)N2CCOCC2)no1 (centres undefined) | 1% | -28% | 17 | -6% | 5% | i | 3%
28 | Clc1cccc(-n2cc(-c3ccccc3)c3c(NC4CCCC4)ncnc32)c1 | . | 16% | 24 | . | . | . | 4%
29 | O=C(CCc1nc2cccnc2n1Cc1cccs1)Nc1cccc(C(F)(F)F)c1 | . | ? | -5 | . | . | . | -15%
30 | COc1cc(C)c2c(c1C)C[C@H](C(C)C(=O)N1CCN(c3ccc(F)cc3)CC1)CC2 (some centres undefined) | 4%[88.5 µM] | -25%[87.6 µM] | 3 | ? | -5%[172 µM] | ? | -3%[87.6 µM]
31 | CC(C)c1ccc(N2C(=O)N[C@@H]3CCN(C(=O)c4ccc(C(C)(C)C)cc4)[C@@H]3C2=O)cc1 | -2%[88.5 µM] | 3%[87.6 µM] | -9 | 79µM* | ? | 71µM* | ?
32 | O=C(NCC1CCN(c2cc(-c3ccc(Cl)cc3)[nH]n2)CC1)c1ccc2nc[nH]c2c1 | ? | -10% | 20 | ? | ? | 35µM* | -5%
33 | COc1ccccc1NC(=O)c1cnc(SCC(=O)N2CCOCC2)n(C)c1=O | . | 15% | 4 | . | . | . | 3%
34 | CC(=O)N1CCC(C(=O)N2CCC(c3nc4ncccc4[nH]3)C2)CC1 (centres undefined) | -2% | -3% | 0 | -2% | . | -18% | -9%[12.5 µM]
35 | O=C(COc1cccc(-c2nnc3n2CCCC3)c1)Nc1ccc(Br)cc1 | 2% | -16% | -5 | ? | ? | ? | -4%
36 | COC[C@@H]1[C@H](C(=O)NCCn2ccnc2C)CCCN1Cc1ccccc1 | i | 12% | 7 | -1% | . | -5% | 4%

Compound profiles, as listed above. Order of screens: GPT2 inh | SNCA expr inh | IP6K1 inhibitor | HEK cytotox | FLuc inh | 3T3 cytotox | HEK293 viab
Results for `O=C(NCC1CCN(c2cc(-c3ccc(Cl)cc3)[nH]n2)CC1)c1ccc2nc[nH]c2c1` : ? | -10% | 20 | ? | ? | 35µM* | -5%
Results for `Clc1cccc(-n2cc(-c3ccccc3)c3c(NC4CCCC4)ncnc32)c1` : . | 16% | 24 | . | . | . | 4%
Results for `COc1ccccc1NC(=O)c1cnc(SCC(=O)N2CCOCC2)n(C)c1=O` : . | 15% | 4 | . | . | . | 3%

New compounds follow
item | compound | GPT2 inh | SNCA expr inh | IP6K1 inhibitor | HEK cytotox | FLuc inh | 3T3 cytotox | HEK293 viab
37 | Cc1ccc([S+](=O)([O-])N2CCc3nc(C)nc(-c4ccc(Cl)cc4)c3CC2)cc1 | 3% | 7% | -23 | i | 0% | i | -1%
38 | COc1ccccc1C(=O)N1CCN2C(=O)N(Cc3cccnc3)C[C@H]2C1 | -1%[88.5 µM] | 7%[87.6 µM] | -5 | -11%[172 µM] | -14%[172 µM] | -10%[138 µM] | -2%[87.6 µM]
39 | Cc1cccc(CN2C(=O)c3ccccc3Sc3ccc(C(=O)NCc4cccs4)cc32)c1 | . | -3% | 0 | . | . | . | 8%
40 | COc1ccc(NC(=O)Cn2c(-c3cnccn3)nc(C)c(C)c2=O)cc1 | -5% | -25% | 6 | -16% | -7% | -8% | -24%
41 | Cc1ccccc1Cn1cc(-c2ccncc2)cc1C(=O)NC(C)c1ccccn1 (centres undefined) | i | 3% | 2 | ? | 0% | ? | -12%
42 | CC1(C(=O)O)CCCC2(C)C3CC4C5CC3(CCC12)CC45C (centres undefined) | i | . | 8 | . | . | . | 6%
43 | Cc1ccc(C(=O)N2CCN(C(=O)c3nc4cccnc4n(C4CC4)c3=O)CC2)cc1 | i | -1% | 8 | 4% | . | -7% | -1%
44 | COc1ccc(CN2CCN(c3nc4ccccc4o3)CC2CCO)c(F)c1 (centres undefined) | i | ? | 21 | ? | -4% | -30% | 3%
45 | COCCN1CCOC2(CCN(C(=O)c3ccc(Oc4ccccc4)cc3)CC2)C1=O | 1%[88.5 µM] | 15%[87.6 µM] | 11 | ? | -3%[172 µM] | -19%[138 µM] | -2%[87.6 µM]

Part of the list above, in transposed form:
41	Cc1ccccc1Cn1cc(-c2ccncc2)cc1C(=O)NC(C)c1ccccn1 (centres undefined)
42	CC1(C(=O)O)CCCC2(C)C3CC4C5CC3(CCC12)CC45C (centres undefined)
43	Cc1ccc(C(=O)N2CCN(C(=O)c3nc4cccnc4n(C4CC4)c3=O)CC2)cc1
44	COc1ccc(CN2CCN(c3nc4ccccc4o3)CC2CCO)c(F)c1 (centres undefined)
45	COCCN1CCOC2(CCN(C(=O)c3ccc(Oc4ccccc4)cc3)CC2)C1=O
entry no.	41	42	43	44	45
GPT2 inh	i	i	i	i	1%[88.5 µM]
SNCA expr inh	3%	.	-1%	?	15%[87.6 µM]
IP6K1 inhibitor	2	8	8	21	11
HEK cytotox	?	.	4%	?	?
FLuc inh	0%	.	.	-4%	-3%[172 µM]
3T3 cytotox	?	.	-7%	-30%	-19%[138 µM]
HEK293 viab	-12%	6%	-1%	3%	-2%[87.6 µM]
